# EPAC2 antag = qHTS for Antagonist of cAMP-regulated guanine nucleotide exchange factor 2 (EPAC2): primary screen. Rap guanine nucleotide exchange factor 4 (Homo sapiens), Q8WZA2. EPAC2 GEF exchange of Rap1B-BODIPY-GDP, fluorescence. Potency, µM (series often up to 114 µM), inactives show top-dose activity, negative = inhibition, actives largely listed as inhibitors. 360,000 tested, 0.18% active; also: potency is read from the fitted curve at half-maximal effect; % is scaled to controls: 0 for no effect and ±100 for the full control effect; nearly all actives have a fitted effect of over 45% in size; many of its hits are not listed in these tables
# Target sequence (Q8WZA2 whole entry, looked up): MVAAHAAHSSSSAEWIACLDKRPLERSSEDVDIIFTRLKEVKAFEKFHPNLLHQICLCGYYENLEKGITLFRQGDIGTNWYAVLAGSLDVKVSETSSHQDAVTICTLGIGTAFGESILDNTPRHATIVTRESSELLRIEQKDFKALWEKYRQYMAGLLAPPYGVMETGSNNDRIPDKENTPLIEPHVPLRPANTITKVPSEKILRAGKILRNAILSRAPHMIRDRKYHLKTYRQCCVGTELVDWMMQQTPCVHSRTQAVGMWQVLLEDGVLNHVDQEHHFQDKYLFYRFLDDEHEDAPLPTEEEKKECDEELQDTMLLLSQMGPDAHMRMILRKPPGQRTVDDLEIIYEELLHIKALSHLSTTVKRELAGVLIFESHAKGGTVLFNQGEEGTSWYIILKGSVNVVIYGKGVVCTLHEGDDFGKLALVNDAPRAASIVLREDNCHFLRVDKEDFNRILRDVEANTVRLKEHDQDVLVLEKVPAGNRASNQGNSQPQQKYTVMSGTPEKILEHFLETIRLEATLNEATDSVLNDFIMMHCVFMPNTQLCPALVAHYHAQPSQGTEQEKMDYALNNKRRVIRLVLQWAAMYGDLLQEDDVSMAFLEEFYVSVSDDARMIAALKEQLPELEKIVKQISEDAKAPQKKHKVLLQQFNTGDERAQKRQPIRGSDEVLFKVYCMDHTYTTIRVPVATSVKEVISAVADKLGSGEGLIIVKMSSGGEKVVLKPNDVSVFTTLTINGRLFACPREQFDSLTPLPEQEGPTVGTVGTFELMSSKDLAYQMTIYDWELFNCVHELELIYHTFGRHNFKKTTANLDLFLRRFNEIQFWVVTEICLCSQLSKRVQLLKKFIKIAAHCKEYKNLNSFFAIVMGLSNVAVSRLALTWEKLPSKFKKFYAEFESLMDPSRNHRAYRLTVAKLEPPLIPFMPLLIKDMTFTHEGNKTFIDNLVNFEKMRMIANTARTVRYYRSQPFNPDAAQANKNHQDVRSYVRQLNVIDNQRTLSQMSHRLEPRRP
# TGFb inhibitor = qHTS for Inhibitors of TGF-b; HepG2 CAGA-GFP TGF-b/SMAD3 reporter, GFP fluorescence, 18 h; TGF-beta stimulated, 500 pg/mL final; Potency, µM (top dose mostly 46.1 µM), without a hit: at the top dose activity, negative = inhibition, usual class: inhibitors; 410,000 tested, 1.2% active; AID 588855, 2011; also: potency is read from the fitted curve at half-maximal effect; % is scaled to controls: 0 for no effect and ±100 for the full control effect; nearly all actives have a fitted effect of over 65% in size
#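 HEPG2 CAGA-GFP reporter cells (1000/well, DMEM with 1% FBS) received compounds, then recombinant TGF-beta at 500 pg/mL final for 18 hours at 37 degrees C. Per-cell GFP summed per well was normalised to unstimulated and stimulated DMSO controls before curve fitting.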
# Nrf2 inh = Nrf2 qHTS screen for inhibitors | 360,000 tested, 2.1% active | Potency, µM (series often up to 46 µM), inactives show top-dose activity change, negative = inhibition, usual class: inhibitors | A549 ARE-Fluc reporter, luciferase luminescence, 18-24 h | AID 504444, 2011; also: potency is read from the fitted curve at half-maximal effect; % is scaled to controls: 0 for no effect and ±100 for the full control effect; nearly all actives have a fitted effect of over 60% in size
#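 A549 ARE_Fluc cells (5000/well, 5% FBS OPTI-MEM) pre-incubated 2 h, then treated with compounds 18-24 h at 37C/5% CO2 in concentration-response. CellTiter-Fluor viability read first; BugLite luciferase luminescence after 15 min at room temperature gives Nrf2 activity.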
# Nrf2 activator = qHTS of Nrf2 Activators. AREc32 ARE-luciferase reporter (MCF7-derived line), luminescence, 24 h. Potency, µM (top dose mostly 46.1 µM), for inactives: at the top dose activation, most hits filed as activators. 410,000 tested, 0.31% active; also: potency is read from the fitted curve at half-maximal effect; % of control where 0% means no effect; nearly all actives have a fitted effect of over 65% in size
#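 AREc32 cells carrying an ARE-driven firefly luciferase reporter were seeded at 1000 cells/well in OPTI-MEM with 5% FBS, then exposed to compound for 24 hr at 37 deg C. Luminescence was read with Steady-Glo after 30 min at RT.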
# EPAC2 ag = qHTS for Agonist of cAMP-regulated guanine nucleotide exchange factor 4 (EPAC2): primary screen; AID 720711, 2013; 360,000 tested, 0.079% active; Potency, µM (titrated, usually from 154 µM), for inactives: top-dose activation, most hits filed as activators; Rap guanine nucleotide exchange factor 4 (Homo sapiens), Q8WZA2; EPAC2 activation, biochemical qHTS; response scale: 100% = 6.5 mM cAMP response; also: potency is read from the fitted curve at half-maximal effect; nearly all actives have a fitted effect of over 50% in size
#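 Each well held 100 nM EPAC2, 250 nM RAP1B-BODIPY-GDP and 50 uM GDP. Fluorescence, read at 5-min intervals to 30 min, was referenced to a 6.5 mM cAMP positive control.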
# A549 tox = Nrf2 qHTS screen for inhibitors: counterscreen for cytotoxicity | A549 ARE-Fluc cells, CellTiter-Fluor viability, 18-24 h | Potency, µM (top dose mostly 46 µM), without a hit: top-dose activity change, negative = cytotoxicity, hits mostly inhibitors | 390,000 tested, 0.16% active; also: potency is read from the fitted curve at half-maximal effect; % is scaled to controls: 0 for no effect and ±100 for the full control effect
#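 A549 ARE-Fluc cells in 5% FBS OPTI-MEM, 5000 cells/well, rested 2 h then exposed to compounds in concentration-response for 18-24 h at 37 °C. Viability by CellTiter-Fluor fluorescence (Ex 405/Em 525) after 30 min; luciferase luminescence (BugLite, 15 min, RT) read afterwards.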
# CCT chaperon mod = High-Throughput Screening for Modulators of Cytosolic Chaperonin Activity; purified chaperonin ATPase assay, HTRF ADP detection, 30 min; 360,000 tested, 0.3% active; activity change, % (test concentration not listed), hits read low; AID 651819, 2012; in the data active = activity change below about -30%; also: % is scaled to controls: 0 for no effect and ±100 for the full control effect
#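 TRiC at 40 or 20 nM final (batch-dependent) in 30 mM Tris pH 7.4, 100 mM KCl, 5 mM MgCl2, 1 mM DTT, with compound at single 76 uM and 10 uM ATP, 30 min at 37 deg C. ADP detected by HTRF Transcreener, 665/615 ratio.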
# Akt phos inh = HTS Assay for Inhibitors of Akt Phophorylation: Primary Screen; Neuro2A IGF-stimulated pAkt S473 HTRF, 20 min; hits give low values; activity change, % for hits at 50 µM; 360,000 tested, 0.32% active; AID 651550, 2012; in the data active = activity change below about -80%; inconclusive = mostly about -51% to -80%; also: % is scaled to controls: 0 for no effect and ±100 for the full control effect
#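 Single-point screen (50 µM final compound) in Neuro2A cells stimulated 20 min with 6 nM IGF at 37 deg C. After lysis, Ser473-phosphorylated Akt read by HTRF (ex 330 nm, em 615/665 nm) as the 665/615 ratio.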
# Mm-Cpn inhibitor = Inhibitors of TCP-1 ring complex (TRiC) of Methanococcus maripaludis (MmCpn): qHTS; Chaperonin Mm-Cpn (Methanococcus maripaludis); purified Mm-Cpn ATPase, ADP Transcreener TR-FRET; Potency, µM (series often up to 76.9 µM), for the others: at the highest dose activity, negative = inhibition, most hits filed as inhibitors; 330,000 tested, 0.031% active; AID 504842, 2011; also: potency is read from the fitted curve at half-maximal effect; % is scaled to controls: 0 for no effect and ±100 for the full control effect; nearly all actives have a fitted effect of over 80% in size
#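 Reaction buffer contained 30 mM Tris pH 7.4, 100 mM KCl, 5 mM MgCl2 and 1 mM DTT. Mm-CPN (25 nM final) hydrolysed 10 uM ATP over 30 min at 37°C; ADP was read by HTRF.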
# * marks the source's active call; other numbers are inactive results; i = inactive; ? = inconclusive; . = not tested or not shown; & = joins results of further samples; [ ] = remark or other dose. Unless noted, calls follow the shape of the dose curve; as a rule, active = well fitted curve in the direction sought with a large enough effect; inconclusive = small, poorly fitted or top-dose-only effect, or another doubt; inactive = no such curve, though single readings can be large; an effect the other way counts as inactive or inconclusive. The list is partial (hit frequency here may not be typical).
SMILES,EPAC2 antag,TGFb inhibitor,Nrf2 inh,Nrf2 activator,EPAC2 ag,A549 tox,CCT chaperon mod,Akt phos inh,Mm-Cpn inhibitor
CCOc1ccc(N(CC(=O)NCc2ccc(OC)cc2)S(=O)(=O)c2c(C)noc2C)cc1,-2%,-9%,10%,-0.1%,-4%,-7%,-1.7,-134%*,3%
Cc1ccc(OCCNC(=O)CNC(=O)c2ccc(C)cc2)cc1,12%,3%,16%,0.0%,2%,1%,-1.2,i,-1%
CCn1ccnc1CN(C)C(=O)CCc1nnc(CCC2CCCCC2)o1,-3%,4%,22%,-0.5%,16%,-1%,2.0,i,4%
CCN(CC)S(=O)(=O)c1ccc2oc(Nc3ccc4c(c3)OCCO4)nc2c1,5%,-12%,0%,2.9%,-13%,-7%,1.6,i,-1%
CCN(C(=O)c1ccc(NC(C)=O)cc1)c1ccccc1C,4%,-17%,-1%,0.2%,1%,-5%,-1.4,i,0%
CN(CC(=O)Nc1cccc(Cl)c1)S(=O)(=O)c1ccc2c(c1)n(C)c(=O)c(=O)n2C,-8%,3%,?,3.2%,-3%,?,-0.4,.,-1%
CCOCCCN(C(=O)c1snc(C(N)=O)c1N)C(C(=O)NC(C)(C)C)c1ccc(Cl)cc1 (stereo not given),4%,-11%,-12%,1.1%,6%,3%,-3.5,i,-1%
COc1ccc2[nH]c(C(=O)Nc3ccc(C)c(F)c3)cc2c1,-5%,-15%,?,0.6%,2%,0%,1.1,i,?
CCCCCCCCCCCCC/C=C/[C@@H](O)[C@@H](N)CO,9%,16%,-1%,-0.9%,-13%,-2%,-0.7,i,-2%
Fc1ccccc1CSc1nnc(Cn2cnc3ccccc32)n1-c1ccccc1,12%,1%,7%,-0.1%,1%,0%,-1.2,.,2%
CC(=O)OCC(=O)C1CCC2C3CC=C4CC(O)CCC4(C)C3CCC12C (stereo not given),-10%,-3%,10%,0.2%,2%,0%,-0.7,i,-1%
CCOc1ccc(OC(=O)c2cccc(S(=O)(=O)N3CCN(C)CC3)c2)cc1,2%,-2%,4%,0.1%,-1%,2%,-0.7,i,-1%
CC1=C(C(=O)Nc2ccccc2C(=O)NCCCN2CCN(C)CC2)SCCO1,-3%,-11%,3%,-0.3%,8%,8%,0.3,i,1%
O=C(CCc1n[nH]c(=O)[nH]c1=O)N1CCOCC1,21%,0%,19%,0.3%,9%,-4%,-6.1,i,-1%
CCOc1ccc2c(c1)C(=NNC(=O)c1ccncc1)c1cc(OCC)ccc1-2,3%,0%,5.8µM*,3.1%,-10%,-18%,0.4,i,-1%
COc1ccc(C(=O)N2CC3(CC(c4ccc(Cl)cc4)=NO3)C[C@H]2C(=O)NCC(N)=O)cc1 (stereo not given in full),3%,1%,17%,-0.9%,1%,4%,0.2,i,-1%
CC1CCN(c2oc(-c3ccc(COc4ccccc4)o3)nc2C#N)CC1,.,1%,-19%,-1.3%,.,-3%,.,.,.
CCS(=O)(=O)C1=NSC2=NC(=O)/C(=C\c3ccc(OS(=O)(=O)c4ccccc4)c(OC)c3)C(=N)N21,?,12%,0%,4.3%,14%,0%,-4.2,i,-3%
COc1ccc(-c2nnc3n2-c2ccccc2SC3)cc1OC,9%,3%,14%,-0.6%,-1%,2%,-2.5,i,0%
O=C(CCC(=O)c1cccs1)NNC(=O)c1ccccc1Cl,-7%,-20%,6%,-1.0%,5%,0%,-2.4,i,0%
COc1ccc(/C=C2\SC(=S)N(CCC(=O)NCCCN3CCOCC3)C2=O)cc1,-11%,-22%,?,12%,9%,12µM*,1.1,i,0%
COc1cccc(C(=O)Nc2c3c(nn2-c2cccc(C)c2C)CS(=O)C3)c1OC (stereo not given),6%,-12%,13%,-1.0%,-7%,1%,-0.4,i,?
COc1ccc(OCCOc2ccc(S(=O)(=O)N3CCCC3)cc2[N+](=O)[O-])cc1,-4%,-29%,-21%,-0.1%,21%,15%,-1.3,i,-2%
Nc1nn(-c2ccccc2)c2ccc([N+](=O)[O-])cc12,-9%,0%,-11%,5.3%,7%,-15%,-1.5,i,-1%
CCn1c(C)nc2cc(C(=O)NNC(=S)NC(=O)c3ccccc3)ccc21,-10%,-5%,?,-1.0%,6%,1%,1.1,i,0%
CC(=O)Nc1ccc(-c2ccnc3c2CC(C(=O)Nc2ccccc2)O3)cc1 (stereo not given),-20%,8%,.,-1.0%,3%,.,-0.3,i,.
CSc1nc2nccc(-c3ccc(-c4ccccc4)cc3)n2n1,-4%,-13%,?,0.5%,8%,-6%,-14,i,-1%
CN(C)S(=O)(=O)c1cccc(NC(=O)c2ccccc2OCc2ccc(F)cc2)c1,2%,10%,-23%,0.4%,13%,12%,-1.5,i,-8%
CCCN(C)C1CN(Cc2cn(Cc3cccc(C(F)(F)F)c3)nn2)S(=O)(=O)C1 (stereo not given),5%,.,.,-1.1%,-1%,.,-0.4,i,.
Cc1cc2ncn(CCCCOc3ccccc3)c2cc1C,-10%,?,?,1.1%&-0.4%,8%,-2%&-20%,-1.2,i,1%
C=CCN(C(=O)COC(=O)c1cc[n+]([O-])cc1)c1nc(-c2ccccc2)cs1,8%,5%,?,25%,2%,5%,0.5,i,-35%
Cc1nnc(SCc2ccc(Cl)cc2)c2cc3occc3n12,.,?,?,6.7%,.,?,.,.,.
COc1cc(C2C(C#N)=C(N)Oc3n[nH]c(-c4cccnc4)c32)ccc1OCC(N)=O (stereo not given),2%,-3%,3%,0.4%,15%,-6%,-1.2,i,-28%
CCOc1ccccc1C1N=C(N)Nc2nc3ccccc3n21 (stereo not given),.,?,1%,-0.1%,.,-12%,.,.,.
COc1cc(/C=N/n2cnnc2)ccc1Oc1nc(Cl)ncc1F,12%,0%,5%,15%,1%,1%,-1.3,i,-2%
NCCCCCc1nnc(SCC(N)=O)o1,-3%,20%,2%,-0.4%,5%,-11%,-4.3,i,-2%
Cn1c(SCC(=O)N2CCCc3ccccc32)nc2ccccc2c1=O,-11%,?,18µM*,0.1%,-83%[inhibitor][15.6 µM],-18%,-4.2,.,2%
C=C1CCN([C@H](C(=O)OCc2ccc(C)cc2)C(C)C)S(=O)(=O)c2ccccc21,-9%,-7%,-11%,6.7%,4%,0%,-0.1,i,1%
COc1ccc(CN(Cc2ccc(C(=O)O)cc2)C(=S)Nc2ccccc2C)cc1OC,0%,17%,-7%,-0.1%,-2%,2%,-9.3,i,4%
CC1CCN(c2c(NCc3ccc(C(=O)N4CCN(C5CCCCC5)CC4)cc3)c(=O)c2=O)CC1,7%,?,0%,0.0%,4%,0%,-1.6,i,1%
Cc1ccc(NC(=O)CCCCCN2C(=O)c3ccccc3C2=O)nc1,4%,10%,-2%,1.6%,-4%,10%,0.9,i,1%
CCCn1c(/N=C/c2ccccc2O)nc2ccccc21,2%,-5%,-2%,-0.6%,-4%,-5%,-6.0,i,1%
O=C(CN1C(=O)c2ccccc2S1(=O)=O)c1ccccc1,8%,0%,.,-3.3%,0%,6%,-1.4,i,1%
CCc1nc2c(OCc3ccccc3C)cccn2c1N(C)C(=O)CC(C)C,-21%,-3%,.,0.4%[9.22 µM],6%,.,-0.2,i,.
CCc1nnc(NC(=O)c2cc(C)nc3ccccc23)s1,3%,25%,-9%,3.5%,12%,2%,-1.0,i,-1%

# Part of the list above, set out differently:
# The line under a structure holds: EPAC2 antag, TGFb inhibitor, Nrf2 inh, Nrf2 activator, EPAC2 ag, A549 tox, CCT chaperon mod, Akt phos inh, Mm-Cpn inhibitor
- COc1ccc(/C=C2\SC(=S)N(CCC(=O)NCCCN3CCOCC3)C2=O)cc1
→ -11%, -22%, ?, 12%, 9%, 12µM*, 1.1, i, 0%
- C=CCN(C(=O)COC(=O)c1cc[n+]([O-])cc1)c1nc(-c2ccccc2)cs1
→ 8%, 5%, ?, 25%, 2%, 5%, 0.5, i, -35%

# (further entries)
SMILES,EPAC2 antag,TGFb inhibitor,Nrf2 inh,Nrf2 activator,EPAC2 ag,A549 tox,CCT chaperon mod,Akt phos inh,Mm-Cpn inhibitor
COc1ccc(S(=O)(=O)N2CCN(c3ccccn3)CC2)cc1[N+](=O)[O-],5%,-2%,-27%,0.1%,-5%,?,0.5,i,1%
O=c1[nH]c(CN2CCN(S(=O)(=O)c3ccccc3C(F)(F)F)CC2)nc2sc3c(c12)CCCC3,-3%,3%,?,-0.4%,1%,-4%,-0.7,i,-1%
CN(C)S(=O)(=O)c1cccc(NC(=S)N/N=C/C2CC=CCC2)c1 (stereo not given),-6%,-1%,4%,-0.3%,3%,-3%,-0.3,i,2%
N=C(N)SCCc1cccc(CCSC(=N)N)c1,-7%,10%&-16%,9%,1.2%,1%,-6%,-2.3,i,.
O=C1SCCC1NC(=O)C(c1ccccc1)c1ccccc1 (stereo not given),1%,-13%,6%,2.0%,6%,6%,-1.9,i,-3%
Cc1ccc(C)c(C(=O)c2ccccc2NC(=O)c2ccccn2)c1,-16%,-17%,-24%,0.0%,1%,-3%,0.5,i,1%
COC(=O)c1cc2sc(Cl)cc2n1CC(=O)Nc1cccc(SC)c1,-2%,-13%,?,3.3%,11%,?,-2.1,i,-9%

# Compound activity as filed in PubChem.
